INS-1E GSIS act: primary screen for activators of insulin secretion dependent on glucose, INS-1E cells, GLuc reporter luminescence; 370,000 tested, 0.61% active; activation, % at 16.6 µM; INS-1E GLuc reporter insulin secretion, 2-3 h;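 active = lowest replicate activation of at least 40%, so every replicate reaches that level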;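 also: 0% = median of neutral control wells and 100% = median of IBMX positive control wells; some compounds called inactive have numbers as strong as hits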
DENV2 CPE rescue: protects cells from dengue virus 2 cytopathic effect; DENV2-infected cells, cytopathic effect rescue, plate reader; CPE inhibition, % at 9.99 µM; 350,000 tested, 1.7% active; AID 651640; in the data active = CPE inhibition above about 20%, passing the limit was not always enough; inconclusive = no clear call, values can overlap the other calls; tested in BHK-21 cells;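 also: 0% = median of neutral control wells and 100% = median of positive control wells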
F508del corr: correctors of CFTR F508del function in bronchial epithelial cells; CFBE cells, YFP halide quenching; stimulated with forskolin plus potentiator P3; % fluorescence drop versus neutral controls; activity (quench increase), % at 7.58 µM; 350,000 tested, 0.36% active; AID 720511;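 active = mean added fluorescence quench of at least 8% versus neutral control, with both replicates also reaching 8%; inconclusive = only one of the mean or replicate conditions met; inactive = mean below 8% and not both replicates reaching 8%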;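 also: cells transiently co-express mutant CFTR-F508del with the halide-sensitive YFP; corrector assay measuring rescue of mutant channel to the surface after 24 h compound exposure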
EWS-Fli inh: inhibitors of EWS/Fli oncoprotein transcriptional activity; A673 NR0B1-luciferase reporter, viability-normalised; inhibition, % at 12.6 µM; 350,000 tested, 0.67% active;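 active = mean inhibition of at least 50% after viability correction, with every replicate also passing that limit; inconclusive = mean reaches 50% but only one of two replicates passes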;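 also: firefly luciferase signal divided by Alamar Blue viability fluorescence both relative to DMSO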
miR-122 sensor: inhibitors of miR-122 in Huh7 cells. Huh7 miR-122 Renilla luciferase sensor, 48 h; neutral wells = 0, positive control = 100. activation (reporter increase), % at 12.5 µM. 340,000 tested, 0.3% active. AID 602342;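 active = mean replicate activation score at least 90 and every replicate individually at or above 90; inconclusive = only one of the two criteria met; inactive = neither criterion met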;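 also: higher luciferase means less miR-122 activity so hits act as miR-122 inhibitors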
PAX8 reporter: lowers PAX8-driven luciferase in RMG-I cells. RMG-I TPO-luciferase reporter, SteadyGlo, 24 h. inhibition, % at 12.6 µM. 360,000 tested, 1.2% active. AID 652154;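 active = mean replicate inhibition at least 60% with every replicate also reaching 60%; inconclusive = only one of the two criteria is met; inactive = mean below 60% and not all replicates reaching 60%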;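 also: luciferase light reporting Pax8 driven TPO promoter activity; plate controls were median of neutral control wells for no effect and mitoxantrone controls for full effect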
FN deposit inh: fibronectin deposition inhibition | AH1F fibroblasts, Alexa488-fibronectin deposition fluorescence, overnight | inhibition, % at 12.6 µM | 350,000 tested, 0.086% active | AID 743247;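 active = mean inhibition across replicates of 30% or more, regardless of how many single replicates reach that level; inconclusive = mean under 30% yet at least half of replicates reach 30%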;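 also: positive control wells lacked labelled fibronectin entirely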
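Assay system: AH1F fibroblast monolayer, labelled fibronectin deposition. Amount: 10000 cells per well. Also added: labelled fibronectin 24 nM. Compound: single-point pinned compound. Incubation: cell attachment 1 h, compound and FN exposure overnight. Detection: fluorescence after three HBSS washes, excitation 485 nm, emission 525 nm. Read-out: inhibition of fibronectin deposition signal.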
Starred values were filed as active, the others as inactive; ? = inconclusive; nt = not tested or not shown; [ ] = another dose, or the depositor's remark. No enrichment for hits, and some 3.9% of all compounds hit somewhere here.

SMILES | INS-1E GSIS act | DENV2 CPE rescue | F508del corr | EWS-Fli inh | miR-122 sensor | PAX8 reporter | FN deposit inh
Cc1ccc(S(=O)(=O)N(C)C[C@@H]2Oc3c(NC(=O)C4CCCCC4)cccc3C(=O)N([C@@H](C)CO)C[C@@H]2C)cc1 | -7.3 | 0.3 | -1.6 | 9.4 | -0.6[16.7 µM] | 4.1 | nt
Cc1ccc(C(=O)N2CCN(c3ccc(F)cc3)CC2)cc1S(=O)(=O)N1CCCCC1 | -15.9 | -6.1 | -2.0 | nt | nt | 25.5 | -8.7
O=C(Nc1ccc(OC(F)(F)F)cc1)C1=NCCN1 | 12.0 | nt | nt | nt | -7.5 | -29.8 | -12.0
C[C@H]1CN([C@@H](C)CO)C(=O)c2cc(NC(=O)Nc3ccccc3)ccc2O[C@@H]1CN(C)S(C)(=O)=O | 9.3 | -16.4 | 0.9 | -3.8 | -4.1[16.7 µM] | -13.7 | nt
COc1ccc(NCc2nnc(SCC(=O)Nc3cccc(C)c3)o2)cc1 | nt | nt | nt | nt | -1.9 | -25.6 | -8.7
CN1[C@H](C(=O)NC2CCC2)[C@@H](CO)[C@@H]2Cn3c(ccc(/C=C/c4ccccc4)c3=O)[C@@H]21 | -11.5 | -6.0 | -0.8 | 3.0 | -1.4[16.7 µM] | nt | 22.0
O=C(C[C@H]1CC[C@@H](NC(=O)Nc2cccc(F)c2)[C@H](CO)O1)NCC1CC1 | 1.9 | 5.2 | -0.3 | -6.2 | -0.2[16.7 µM] | 5.7 | -11.3
CC(=O)Nc1cccc([N+](=O)[O-])c1 | 5.8 | -2.5 | 0.5 | 4.5 | nt | 2.6 | -0.6
C[C@@H]1CN([C@H](C)CO)C(=O)CCCn2nncc2CO[C@@H]1CN(C)Cc1ccc(Cl)c(Cl)c1 | -15.8 | ? | -0.9 | -2.1 | 1.2[16.7 µM] | nt | 11.7
COc1cccc(NC(=O)c2nnn(CCc3ccccc3)c2N)c1 | 0.5 | 2.0 | 5.9 | -72.9 | nt | -141.0 | -5.3
C[C@@H]1CN([C@H](C)CO)C(=O)Cc2cc(NC(=O)Nc3ccc(F)cc3)ccc2O[C@@H]1CN(C)C | 28.9 | 9.0 | -1.6 | nt | -3.0[16.7 µM] | -5.9 | nt
O=C(Nc1cc(F)ccc1F)N[C@H]1CC[C@@H](CCNC(=O)c2cnccn2)O[C@H]1CO | -1.3 | -1.3 | -2.4 | -0.9 | -17.2[16.7 µM] | 1.3 | 0.6
c1ccc2c(Nc3nncs3)c3ccccc3nc2c1 | 6.1 | -4.2 | -2.1 | 2.3 | 14.9 | 6.3 | -21.6
COc1ccccc1C(C(=O)NC1CCCCC1)N(C(=O)c1csnn1)C1CC1 (centres undefined) | 0.7 | 2.4 | 0.4 | -0.9 | nt | 3.2 | 4.3
CCCNC(=O)C1(C)CCN(C(=O)COc2ccc(C(C)(C)C)cc2)C1 (centres undefined) | -11.1 | 4.0 | 2.7 | -16.4 | -0.3 | -40.4 | nt
COc1cccc(CN2CCC(n3nccc3NC(=O)C3CC3)CC2)c1 | 13.3 | -3.9 | 0.7 | nt | -4.0 | 6.9 | 7.2
CCCCC(=O)OCC(=O)c1cc(C)n(-c2c(C)n(C)n(-c3ccccc3)c2=O)c1C | -1.9 | -6.0 | 1.6 | 1.3 | nt | 2.9 | nt
O=C(NCC[C@H]1CC[C@@H](NS(=O)(=O)Cc2ccccc2)[C@H](CO)O1)C1CCCCC1 | 6.1 | 0.0 | 0.4 | -0.6 | nt | 1.8 | -3.5
CC(OC(=O)c1ccccc1CCc1ccccc1)C(N)=O (centres undefined) | 2.2 | -0.7 | -3.0 | -26.1 | nt | -1.6 | -7.8
CCCCN1C(=O)/C(=C2/C=CC=CN2C)SC1=S | 18.4 | nt | nt | nt | -11.3 | nt | -1.0
C=CCOc1c(Br)cc(CNc2ccc(NC(=O)C(C)C)cc2)cc1OCC | nt | -3.4 | nt | -3.9 | -0.6 | 9.4 | 7.3
COc1ccc(CN2C[C@H](COCc3ccccc3)Oc3cccc(F)c3S2(=O)=O)cc1 | 18.3 | 3.3 | -0.5 | 15.4 | nt | -10.8 | 12.4
O=C(c1ccc(-c2ccccc2)cc1)N1CCN(c2ncccn2)CC1 | nt | nt | nt | nt | -3.2 | 0.0 | 8.6
CC(C)(C)S(=O)N1C[C@@H]2CC(=O)C(c3ccccc3)=C2[C@H]1CCO (some centres undefined) | 0.9 | 1.4 | 1.1 | -6.7 | nt | -6.6 | -6.5
CCC1(c2ccccc2)C(=O)NCNC1=O | nt | -2.9 | -1.7 | -21.4 | 6.0 | -23.1 | -4.6
O=C(N/N=C/c1ccc(Cl)c([N+](=O)[O-])c1)c1ccc2nc[nH]c2c1 | nt | nt | nt | nt | -1.8 | 18.7 | -3.6
C[C@@H]1CN([C@H](C)CO)C(=O)CCCn2nncc2CO[C@@H]1CN(C)Cc1ccc2c(c1)OCCO2 | 1.5 | nt | 4.1 | 2.6 | 29.3[16.7 µM] | -46.9 | -5.6
Cc1ccccc1-c1ccc([C@@H]2[C@@H](CO)N3CCCCN(C(=O)CN4CCOCC4)C[C@@H]23)cc1 | 1.4 | -1.1 | -4.4 | -3.6 | 1.5[16.7 µM] | 4.9 | nt
C[C@H]1CCCCO[C@H](CN(C)S(=O)(=O)c2ccc(Cl)cc2)[C@@H](C)CN([C@@H](C)CO)C(=O)c2cc(NS(=O)(=O)c3cn(C)cn3)ccc2O1 | -3.4 | 1.7 | 4.2 | -0.6 | 6.2[16.7 µM] | -13.5 | nt
CN1CCSc2ccc(C(=O)NCc3cccc(F)c3)cc21 | -6.7 | -0.3 | 2.9 | -7.7 | 40.7 | -26.4 | 11.2
N#CCC1c2ccccc2CCN1C(=O)Nc1ccc(C(F)(F)F)cc1 (centres undefined) | -26.9 | nt | nt | nt | 11.7 | nt | -3.7
C/C=C/c1cnc2c(c1)C(=O)N([C@@H](C)CO)C[C@@H](C)[C@@H](CN(C)C(=O)Cc1cccnc1)O2 | 1.3 | -1.5 | -1.1 | 4.7 | 10.1[16.7 µM] | -20.1 | nt
O=C(CNC(=O)c1ccccc1)OCc1cc(=O)n2cc(Br)ccc2n1 | 4.6 | -1.3 | nt | 5.2 | nt | -22.4 | 2.5
Fc1ccc(NC(=S)Nc2ccccc2N2CCOCC2)cc1Cl | -25.2 | 11.6 | -1.2 | 8.8 | nt | -26.1 | 3.5
CCOc1ccc(C(CC(=O)O)NC(=O)C(Sc2ccccc2)c2ccccc2)cc1 (centres undefined) | nt | 0.5 | 1.1 | 3.1 | -5.7 | -3.7 | 5.7
COc1ccc(S(=O)(=O)Nc2ccc(-n3cnnn3)cc2)cc1[N+](=O)[O-] | 33.0 | -3.0 | -3.2 | 1.3 | 2.1 | -5.5 | 2.2
Cc1cc(C)n(C(=O)c2cc([N+](=O)[O-])cc([N+](=O)[O-])c2)n1 | 5.6 | 1.2 | -1.0 | 6.5 | -2.5 | -3.7 | -7.2
COc1ccc(NC(=O)Nc2ccc3c(c2)C(=O)N([C@H](C)CO)C[C@@H](C)[C@@H](CN(C)S(=O)(=O)c2ccccc2)OCCCC[C@H](C)O3)cc1 | 14.5 | -0.8 | -0.2 | -8.5 | 10.6[16.7 µM] | -26.4 | 6.7
Cc1cccc(NC(=O)c2ccc(OCC3CCCO3)cc2)c1C (centres undefined) | 24.3 | nt | nt | nt | nt | -56.3 | 0.5
CN(C)c1ccc(C(=O)N2CCCC(N3CCN(Cc4ccc5c(c4)OCO5)CC3)C2)cc1 (centres undefined) | -1.8 | 5.3 | 1.0 | 7.2 | -4.9 | 4.1 | nt
CCc1ccc(NC(=S)N(CCN(C)C)C(C)c2ccncc2)cc1 (centres undefined) | -11.9 | ? | 1.9 | 0.8 | 15.0 | -31.4 | -1.8
CCOc1cccc(CN2CCCC(N3CCc4ccccc4C3)C2)c1O (centres undefined) | -14.9 | -3.0 | -0.5 | 16.7 | -4.4 | 28.0 | 6.9
O=C(NNS(=O)(=O)c1ccccc1F)c1cccc(S(=O)(=O)N2CCOCC2)c1 | 6.9 | nt | nt | nt | 13.3 | -19.6 | 0.2
O=C(CNC(c1ccccc1)c1ccccc1)Nc1cc([N+](=O)[O-])ccc1Cl | -26.9 | nt | nt | nt | nt | -1.0 | 3.5
C=CCN1CC2(c3ccccc3)CN(CC=C)CC(c3ccccc3)(C1)C2=O | -9.4 | 7.4 | -0.1 | 0.0 | -11.6 | -27.8 | -5.2
Cc1ccnc(NC(=O)c2c(-c3ccccc3Cl)noc2C)c1 | 0.8 | nt | nt | nt | nt | 12.1 | -2.7
CCc1ccc(NC(=O)NCc2ccccn2)cc1 | 9.8 | -3.4 | -0.6 | -18.8 | -6.6 | -49.0 | -5.1
CCOC(=O)CC1(NC(=O)c2cc(COc3ccc(F)c(F)c3)on2)CCCCC1 | -23.1 | 6.0 | 1.2 | nt | -10.0 | 13.5 | -2.9
N#CC1(NC(=O)Cn2cc(C(F)(F)F)ccc2=O)CCCC1 | -1.3 | -2.7 | -1.5 | -8.3 | -3.0 | -3.9 | -11.7
CCNC(=S)N1CCC(C(=O)c2ccc3c(c2)OCCO3)CC1 | -15.6 | -2.7 | 2.1 | -4.8 | -13.1 | 15.0 | -7.3
COc1ccccc1C1CCN(Cc2cccc([N+](=O)[O-])c2)CC1 | 7.0 | 8.2 | 0.4 | -4.0 | nt | -2.6 | 7.3
CCOC(=O)c1sc(NC(=O)COC(=O)C(CCSC)NC(C)=O)nc1C (centres undefined) | 25.4 | -2.8 | -2.1 | 4.6 | -2.6 | -16.3 | -3.2
CCS(=O)(=O)NCC[C@@H]1CC[C@@H](NC(=O)Nc2cc(Cl)cc(Cl)c2)[C@H](CO)O1 | -6.8 | -2.8 | -0.1 | 0.8 | 8.3[16.7 µM] | 0.6 | -1.0
COc1ccccc1C#Cc1ccc2c(c1)O[C@@H](CN(C)C(C)=O)[C@H](C)CN([C@H](C)CO)S2(=O)=O | -18.1 | 5.0 | 2.5 | 4.3 | 27.7[16.7 µM] | nt | 22.6
Cc1cccc(-c2ccccc2[C@@H]2[C@H](C#N)N(c3ncc(-c4ccccc4)s3)[C@H]2CO)c1 | -9.3 | -16.6 | 0.1 | -11.7 | nt | 10.7 | -2.3
CC(OC(=O)c1ccc2c(c1)NC(=O)CS2)C(=O)c1ccc(F)cc1 (centres undefined) | -51.3 | 2.8 | 7.0 | 5.7 | -3.0 | 21.2 | 2.0
CC(OC(=O)c1ccc2c(=O)n3c(nc2c1)CCCCC3)C(=O)Nc1ccc(Cl)cn1 (centres undefined) | -28.6 | 4.1 | -0.1 | -1.0 | -1.9 | 5.5 | -3.6
CC(c1ccccc1)n1cc(C(=O)NCc2ccncc2)nn1 (centres undefined) | -0.6 | nt | nt | nt | 2.3 | 5.9 | -0.8
CCC(=O)N1CC[C@@H]2[C@@H](CO)N(C)c3ccc(-c4ccc(C#N)cc4)cc3[C@@H]21 | -1.9 | -7.0 | -2.1 | 10.9 | -6.1[16.7 µM] | 6.1 | -0.9
Cc1cccc(OCCCn2ccnc2)c1 | -7.0 | ? | 2.6 | 10.8 | 4.1 | nt | nt

Full records, looked up by structure:
CC(OC(=O)c1ccc2c(=O)n3c(nc2c1)CCCCC3)C(=O)Nc1ccc(Cl)cn1 (centres undefined) in the list: INS-1E GSIS act = -28.6; DENV2 CPE rescue = 4.1; F508del corr = -0.1; EWS-Fli inh = -1.0; miR-122 sensor = -1.9; PAX8 reporter = 5.5; FN deposit inh = -3.6
CCC(=O)N1CC[C@@H]2[C@@H](CO)N(C)c3ccc(-c4ccc(C#N)cc4)cc3[C@@H]21 in the list: INS-1E GSIS act = -1.9; DENV2 CPE rescue = -7.0; F508del corr = -2.1; EWS-Fli inh = 10.9; miR-122 sensor = -6.1[16.7 µM]; PAX8 reporter = 6.1; FN deposit inh = -0.9
